# MBNL1-CUG inh: qHTS Assay for Inhibitors of MBNL1-poly(CUG) RNA binding; Muscleblind-like protein 1 (Homo sapiens), Q9NR56; 280,000 compounds, 0.036% hits; TR-FRET MBNL1-His/biotin-(CUG)12 binding, 665/545 ratio; Potency, µM (top dose mostly 57.5 µM), inactives show at the top dose activity change, negative = inhibition, hits mostly inhibitors; active = well fitted inhibition curve with a large enough effect in the signal ratio, with a control signal flat, not every such curve was filed as active; inconclusive = small, poorly fitted or top-dose-only effect, or effect the other way, or a change in a side signal; inactive = no such curve, though single readings can be large or run the other way; the % refers to the signal ratio; also: potency is read from the fitted curve at half-maximal effect; % is scaled to controls: 0 for no effect and ±100 for the full control effect
#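 Ratiometric TR-FRET (665 over 545 nm, excitation 340 nm) tracks disruption of MBNL1-His/biotin-(CUG)12 complex after 60 min at room temperature, with compounds at 92 nM to 58 uM final.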
# GALK inhibitor: qHTS Assay for Inhibitors of Human Galactokinase (GALK); P51570; Purified GALK, Kinase-Glo residual ATP luminescence; Potency, µM (highest dose often 57.5 µM), without a hit: top-dose activity change, negative = inhibition, hits mostly inhibitors; 270,000 compounds, 0.007% hits; AID 1868, 2009; also: potency is read from the fitted curve at half-maximal effect; % is scaled to controls: 0 for no effect and ±100 for the full control effect
#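 Quantitative HTS: GALK 5 nM, ATP 35 uM, galactose 100 uM, 1 h room temperature, then luciferase-based ATP detection.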
# Mito fusion yeast: qHTS Assay for Small Molecule Inhibitors of Mitochondrial Division or Activators of Mitochondrial Fusion; 320,000 compounds, 0.23% hits; S. cerevisiae fusion-defective mutant growth rescue, CellTiterGlo 48 h; Potency, µM (highest dose often 46.1 µM), without a hit: at the top dose growth rescue (activation), most hits filed as activators;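 also: potency is read from the fitted curve at half-maximal effect; % of control where 0% means no effect; nearly all actives have a fitted effect of over 45% in size; temperature-sensitive fusion mutants such as fzo1-1 at 37 °C on non-fermentable ethanol glycerol medium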
#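 Growth-rescue viability read-out: after 48 h at the non-permissive 37C in glycerol/ethanol YPEG, yeast mitochondrial fusion mutants are measured by CellTiterGlo luminescence; compounds (23 nl pinned per well) restoring growth score as division inhibitors or fusion activators.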
# USP2a block: qHTS Assay for Inhibitors of Ubiquitin-specific Protease USP2a Using CHOP2 as the Reporter. Potency, µM (highest dose often 38.3 µM), for inactives: top-dose activity change, negative = inhibition, hits mostly inhibitors. USP2 core, Ub-CHOP2 coupled fluorogenic reporter, 485/531. 330,000 compounds, 0.01% hits;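 also: potency is read from the fitted curve at half-maximal effect; plate controls were DMSO wells for no effect and full inhibition by NEM control for full effect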
#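 USP2 core (10nM final) preincubated 30min RT with compound in 20mM Tris-HCl pH 8.0, 2mM CaCl2, 2mM beta-mercaptoethanol, 0.05% CHAPS; 25nM Ub-CHOP2 plus 25nM reporter substrate added, fluorescence (Ex485/Em531) read after 60min.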
# TSHR antag: Antagonists of the Thyroid Stimulating Hormone Receptor: HTS campaign | Thyrotropin receptor (Homo sapiens), P16473 | 330,000 compounds, 0.2% hits | TSHR-expressing cells, TSH-stimulated cAMP HTRF, 2 h; active compounds read low | activity change, negative = inhibition, % at 11.5 µM;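 active = activity change below a set negative limit, meaning inhibition stronger than a set level, cut at about -70% in these data; inconclusive = activity change between two set negative limits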; also: % is scaled to controls: 0 for no effect and ±100 for the full control effect
#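 TSHR-expressing cells were treated with compounds, then stimulated with TSH at EC80 (4nM final) for 2 hours at 37 deg C. Cellular cAMP was measured by HTRF competition between lysate cAMP and cAMP-d2 for a cryptate-labelled anti-cAMP antibody.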
# Menin MLL FP TR: qHTS Assay for Inhibitors Targeting the Menin-MLL Interaction in MLL Related Leukemias: Competition With Texas Red Labeled MLL-derived Mutant Peptide; O00255; Menin + Texas Red MLL mutant peptide, fluorescence polarization; Potency, µM (doses to about 61.6 µM), for inactives: at the top dose FP activity change, negative = inhibition, hits mostly inhibitors; 270,000 compounds, 0.23% hits; active = well fitted inhibition curve with a large enough effect in the polarisation, with a control signal flat, not every such curve was filed as active; inconclusive = small, poorly fitted or top-dose-only effect, or effect the other way, or a change in a side signal; inactive = no such curve, though single readings can be large or run the other way; the % refers to the polarisation; also: potency is read from the fitted curve at half-maximal effect; % of control where 0% means no effect; many of its hits are not listed in these tables
# KCNH2 WT inh: qHTS for Inhibitors of KCHN2 3.1: Wildtype qHTS | Voltage-gated inwardly rectifying potassium channel KCNH2 (Homo sapiens), Q12809 | U2OS, BacMam KCNH2, thallium flux FluxOr; active compounds read low | activity change, % at 1.84 µM | 340,000 compounds, 0.37% hits;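 active = maximum activity change below -70%; inconclusive = maximum activity change between -70% and -50%; inactive = maximum activity change above -50%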; also: % is scaled to controls: 0 for no effect and ±100 for the full control effect
#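 U2OS cells transduced with wild-type KCNH2 virus are loaded with FluxOr dye for 45 min, and thallium flux is measured in kinetic reads before and after stimulation buffer. Rate constants are normalized to DMSO controls.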
# S-ASM inh: Inhibitors of Secretory Acid Sphingomyelinase (S-ASM): qHTS. Sphingomyelin phosphodiesterase (Homo sapiens), P17405. placental ASM, HMU-PC fluorogenic substrate, 60 min. Potency, µM (series often up to 57.5 µM), for inactives: at the top dose activity change, negative = inhibition, most hits filed as inhibitors. 340,000 compounds, 0.006% hits; also: potency is read from the fitted curve at half-maximal effect
# Target sequence (P17405 47-631 limits assumed): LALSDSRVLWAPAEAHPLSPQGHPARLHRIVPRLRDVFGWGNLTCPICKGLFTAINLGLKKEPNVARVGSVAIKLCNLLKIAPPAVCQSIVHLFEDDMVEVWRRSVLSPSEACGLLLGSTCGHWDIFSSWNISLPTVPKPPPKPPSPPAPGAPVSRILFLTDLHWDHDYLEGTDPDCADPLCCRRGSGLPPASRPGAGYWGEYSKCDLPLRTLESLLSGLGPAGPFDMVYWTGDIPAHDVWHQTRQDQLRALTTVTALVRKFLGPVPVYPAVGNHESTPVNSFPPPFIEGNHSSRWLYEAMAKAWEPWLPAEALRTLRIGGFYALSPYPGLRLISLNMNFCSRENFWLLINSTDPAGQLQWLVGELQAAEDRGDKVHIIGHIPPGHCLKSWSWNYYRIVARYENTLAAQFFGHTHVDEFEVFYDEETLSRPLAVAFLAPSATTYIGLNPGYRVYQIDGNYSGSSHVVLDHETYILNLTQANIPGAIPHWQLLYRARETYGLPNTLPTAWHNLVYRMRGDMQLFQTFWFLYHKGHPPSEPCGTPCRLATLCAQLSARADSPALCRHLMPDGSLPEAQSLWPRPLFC
#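 Human placenta-derived ASM preincubated with compound 10 min at room temperature, then reacted with 9 uM (final) fluorogenic HMU-PC substrate for 60 min at 37 C. Stop solution raises pH to 10; fluorescence read at Ex 386/Em 447 nm.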
# Eya2 inh: qHTS Assay for Inhibitors of the Phosphatase Activity of Eya2 | Protein phosphatase EYA2 (Homo sapiens), O00167 | recombinant Eya2, OMFP fluorescence dephosphorylation (OMFP is methylfluorescein phosphate) | Potency, µM (series often up to 76.9 µM), without a hit: top-dose activity, negative = inhibition, most hits filed as inhibitors | 330,000 compounds, 0.006% hits; also: potency is read from the fitted curve at half-maximal effect; % is scaled to controls: 0 for no effect and ±100 for the full control effect
#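 Eya2 (0.2 uM) preincubated 10 min at ambient with compound, then OMFP substrate added at 50 uM; 10 min reaction in 50 mM HEPES pH 7.5, 50 mM NaCl, 5 uM MgCl2, 0.05% BSA, 1 mM DTT. Fluorescence read at Ex 485/Em 525 nm.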
# BCR signal inh: qHTS Assay to Find Inhibitors of Chronic Active B-Cell Receptor Signaling. ABC-DLBCL IkBa-CBG/CBR reporter, luminescence ratio, 4 h. Potency, µM (doses to about 46.1 µM), for the others: top-dose ratio change, negative = lower green/red ratio, usual class: inhibitors. 340,000 compounds, 0.05% hits. AID 493014, 2011; active = well fitted inhibition curve with a large enough effect in the signal ratio, with a control signal flat, not every such curve was filed as active; inconclusive = small, poorly fitted or top-dose-only effect, or effect the other way, or a change in a side signal; the % refers to the signal ratio;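 also: potency is read from the fitted curve at half-maximal effect; plate controls were basal doxycycline-induced cells for no effect and cells given 10 µM MG132 for full effect; MG132 reads +100%, hits lower the ratio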
#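 Compounds up to 46 uM were incubated four hours with TMD8 cells whose green CBG68 luciferase is fused to IkappaBalpha; red CBR luminescence normalised the signal, and concentration-effect curves were fitted to fusion, red and ratio data.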
# PKM2 act: qHTS Assay for Activators of Human Muscle isoform 2 Pyruvate Kinase. purified PKM2, Kinase-Glo ATP luminescence, activation; response scale: 0% is enzyme alone, no compound. Pyruvate kinase PKM (Homo sapiens), P14618. Potency, µM (top dose mostly 57.5 µM), for the others: at the top dose activation, hits mostly activators. 260,000 compounds, 0.34% hits; also: potency is read from the fitted curve at half-maximal effect; % is scaled to controls: 0 for no effect and ±100 for the full control effect; nearly all actives have a fitted effect of over 55% in size
# Target sequence (P14618 whole entry, looked up, canonical isoform): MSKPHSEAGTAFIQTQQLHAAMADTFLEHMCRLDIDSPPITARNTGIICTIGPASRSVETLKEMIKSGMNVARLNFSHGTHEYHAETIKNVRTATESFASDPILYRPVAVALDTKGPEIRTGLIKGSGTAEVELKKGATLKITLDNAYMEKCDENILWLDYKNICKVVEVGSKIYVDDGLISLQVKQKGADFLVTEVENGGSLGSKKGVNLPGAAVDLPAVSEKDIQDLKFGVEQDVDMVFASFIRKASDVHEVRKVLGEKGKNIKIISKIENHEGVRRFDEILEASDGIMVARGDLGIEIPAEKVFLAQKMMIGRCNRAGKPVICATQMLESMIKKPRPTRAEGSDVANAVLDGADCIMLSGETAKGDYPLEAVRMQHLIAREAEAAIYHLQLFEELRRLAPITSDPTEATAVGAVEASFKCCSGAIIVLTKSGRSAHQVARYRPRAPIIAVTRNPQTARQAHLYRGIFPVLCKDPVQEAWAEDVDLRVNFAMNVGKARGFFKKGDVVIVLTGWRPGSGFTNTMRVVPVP
#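 Purified hPK-M2 (>95%) run at intermediate activity with 0.1 mM ADP and 0.5 mM PEP in 50 mM imidazole pH 7.2, KCl, MgCl2; 1 h room temperature. ATP formed read by Kinase-Glo luminescence; normalized to uninhibited and no-enzyme controls.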
# Numbers without * were called inactive; ? = inconclusive; · = no result given; [ ] = dose if it differs, or a comment. Unless noted, calls follow the shape of the dose curve; as a rule, active = well fitted curve in the direction sought with a large enough effect; inconclusive = small, poorly fitted or top-dose-only effect, or another doubt; inactive = no such curve, though single readings can be large; an effect the other way counts as inactive or inconclusive.
nr	compound	MBNL1-CUG inh	GALK inhibitor	Mito fusion yeast	USP2a block	TSHR antag	Menin MLL FP TR	KCNH2 WT inh	S-ASM inh	Eya2 inh	BCR signal inh	PKM2 act
1	Cc1ccc(C(=O)OC(C)C(=O)NC(C)CCc2ccccc2)o1 (stereo not drawn)	·	·	3.5%	3.1%	-11.6	·	-4.0	-0.9%	14.2%	-3.0%	·
2	Cc1nn(C)cc1C(C(=O)NC1CCCCC1)N(C(=O)Cc1cccs1)c1ccc(F)cc1 (stereo not drawn)	·	-0.1%	-2.3%	-3.4%	-7.8	-2.5%	4.3	2.3%	2.5%	-4.6%	-1.0%
3	O=C(O)CCC(=O)Nc1cccc(C(=O)Nc2ccc(Br)cc2)c1	2.4%	1.1%	-10.6%	0.9%	15.3	31.1%[activator]	3.9	1.4%	-0.9%	?	1.8%
4	CCC(C)N(C(=O)COc1ccc(Cl)c2cccnc12)C1CCS(=O)(=O)C1 (stereo not drawn)	·	·	-3.6%	1.9%	·	·	2.9	-0.1%	1.1%	?	·
5	CCC(=O)N1c2ccc(S(=O)(=O)N3CCCC3)cc2CC1C (stereo not drawn)	6.7%	-4.6%	0.6%	2.0%	-8.9	·	6.3	-9.1%	-5.1%	-4.2%	·
6	O=C(CS(=O)CC(=O)N(CC(=O)NC1CCCC1)C1CCCCC1)Nc1ccc(F)cc1 (stereo not drawn)	1.2%	-0.2%	4.7%	0.2%	-9.1	1.4%	2.2	1.1%	-11.9%	?	3.0%
7	CC1CCC(C(=O)NC(C(=O)NCc2ccccn2)C(C)C)CC1 (stereo not drawn)	-8.3%	5.3%	-1.2%	2.5%	9.9	4.2%	1.6	0.7%	-4.8%	6.2%	-0.1%
8	CCOC(=O)c1ccc2nc3c(cc2c1)CCS3	0.2%	3.7%	4.0%	-6.2%	5.2	2.1%	15.7	0.4%	-7.9%	0.9%	-3.7%
9	O=C(COc1ccccc1F)OCC(=O)c1ccc([N+](=O)[O-])cc1	·	·	·	4.9%	·	·	-5.1	1.3%	4.3%	-3.2%	·
10	CCCCOc1ccc(NC(=O)CSCC(=O)OCC)cc1	1.1%	-1.2%	-0.7%	0.2%	0.5	0.3%	5.8	-1.9%	-7.1%	-14.5%	1.3%
11	O=C(NCc1ccc2c(c1)OCO2)c1ccc2snnc2c1	3.9%	-2.7%	-40.0%[inhibitor]	2.5%	2.0	14.9%	-3.3	0.9%	14.5%	5.2%	8.4%
12	O=C(NCc1ccccc1)c1cc[n+](CC(=O)c2cccs2)cc1	?	-4.3%	-0.8%	7.6%	-5.1	·	-22.9	-0.5%	-20.8%	?	3.9%
13	O=C1C=C(NCCNc2c(F)c(F)c(CO)c(F)c2F)CCC1	1.2%	7.6%	5.6%	0.4%	-5.1	-5.1%	-3.0	2.3%	3.4%	0.0%	-1.3%
14	C=CCC1Cc2c(Br)cccc2C(CC=C)N1 (stereo not drawn)	-7.7%	4.3%	3.7%	2.3%	-2.2	-10.1%	-22.2	1.9%	6.7%	-22.4%	-6.0%
15	CC(=O)c1cccc(NC(=S)NC(=O)c2ccc(C)cc2)c1	-7.9%	5.2%	-0.6%	-0.5%	-7.1	-0.8%	6.4	2.9%	-6.4%	-0.3%	2.7%
16	O=C(O)CCC(=O)N1N=C(c2c(-c3ccccc3)c3cc(Cl)ccc3[nH]c2=O)CC1c1cccs1 (stereo not drawn)	3.8%	0.4%	-6.6%	1.9%	-4.5	2.4%	4.8	35.4%[activator]	2.4%	?	1.5%
17	CC(C)n1c(Nn2cnnc2)nc2ccccc21	8.0%	0.6%	-1.6%	1.1%	5.7	-1.1%	1.2	2.9%	-39.3%	1.0%	-0.8%
18	O=C(O)c1ccc(Nc2ncnc3ccccc23)cc1	-4.0%	·	4.2%	-1.0%	-2.4	-8.0%	9.5	-2.4%	-15.1%	?	·
19	C=CCc1c(C)[nH]c(=S)c(C#N)c1C	8.3%	5.7%	-1.1%	4.1%	-7.5	-8.5%	-0.2	0.8%	3.4%	-0.1%	-1.7%
20	COC(=O)c1cccc(NC(=S)N2CCOCC2)c1	-9.7%	-1.7%	5.7%	-0.9%	6.6	2.5%	0.7	-3.3%	-25.1%	0.7%	1.1%
21	CCOC(=O)Cc1csc(NC(=O)c2ccc(N3CCOCC3)cc2[N+](=O)[O-])n1	·	·	-2.8%	-4.7%	-19.3	·	6.3	-0.5%	-19.8%	?	·
22	Cc1cc(C#N)c(C)n1-c1cc(C(F)(F)F)ccc1N1CCOCC1	-12.7%	-1.1%	-5.4%	-2.1%	3.6	-6.0%	4.5	-5.1%	-7.2%	0.2%	1.6%
23	CCC(C)C(NC(N)=O)C(=O)Nc1ccc(C)c(Cl)c1 (stereo not drawn)	·	0.4%	-4.6%	0.4%	2.4	6.2%	-2.3	3.1%	-1.9%	0.8%	-9.6%
24	CCC(C)(C)NC(=O)C(c1ccncc1)N(C(=O)c1sc(C)nc1C)c1ccc(C)cc1 (stereo not drawn)	-4.2%	0.3%	3.7%	2.5%	2.5	?	-20.0	0.6%	8.5%	-13.9%	-3.5%
25	O=[N+]([O-])c1cc([N+](=O)[O-])c(Oc2ccccc2F)cc1NN1CCCCC1	-8.0%	·	1.2%	0.0%	-7.9	2.1%	2.2	6.4%	5.4%	15.4%	3.5%
26	COc1ccccc1N1CCN(C(=O)c2ccc3c(=O)n(Cc4ccco4)c(=S)[nH]c3c2)CC1	-6.3%	0.1%	0.0%	-2.6%	-12.6	2.3%	-5.6	-1.9%	7.6%	?	1.12µM*
27	CCOc1ccc(-c2nc(CSCC(=O)N3CCN(c4cccc(OC)c4)CC3)c(C)o2)cc1	-4.9%	2.2%	-9.8%	-13.4%	-33.3	-7.2%[11.7 µM]	-2.6	-1.2%	-5.6%	?	1.7%
28	C=CCNC(=O)c1ccc2nccnc2c1	?	-0.3%	-0.5%	-0.8%	24.1	?	5.6	2.7%	-4.8%	1.3%	?
29	CN(C)C(=O)CCc1ccc2c3c([nH]c2c1)[C@]1(C)[C@@H](C(=O)N2CCOCC2)C[C@H](CC(=O)NCCCn2ccnc2)C(=O)N1CC3	·	·	·	2.7%	9.3	·	-36.4	1.2%	2.7%	0.4%	·
30	Cc1nc2nc(SCc3ccccc3)[nH]n2c(=O)c1CCC(C)C	-5.0%	-4.7%	4.4%	-0.7%	-11.9	-1.1%	3.7	-12.5%	-15.4%	?	1.8%
31	COc1cc(/C=C2/SC(=O)NC2=O)ccc1OCc1ccccc1	17.8%	-0.2%	12.8%	-4.9%	-37.0	?	-4.4	2.6%	14.8%	7.9%	-5.4%
32	O=C(NCc1ccncc1)c1cn(-c2ccccc2)nc1-c1cccnc1	8.8%	10.0%	0.2%	-3.6%	5.7	3.4%	-3.9	1.3%	-1.4%	0.0%	-0.3%
33	COc1ccc(-c2cn3ccc4ccccc4c3n2)cc1	85.2%[activator]	-1.9%	6.1%	1.0%	4.7	4.1%	-1.0	-0.2%	-6.4%	?	-7.7%
34	COc1ccc(OC(=O)Cc2cccc3ccccc23)cc1	-2.6%	-1.1%	-4.3%	-3.4%	-8.3	18.5%	-12.3	-0.7%	-12.4%	?	0.0%

# This is a subset; the hit share may differ from the screen's.
